esBAF inh: blocks esBAF chromatin remodeling in mouse ES cells. Bmi1-luciferase knock-in reporter, 24 h; 100% = twice the neutral-well signal. reporter increase, % at 12.5 µM. actives 2% (n = 350,000). AID 602393; in the data active = activation above about 40%; inconclusive = no clear call, values can overlap the other calls;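 also: 0% = median of the plate's neutral control wells and 100% = double that signal; a rise in the Bmi1 reporter signal indicates esBAF inhibition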
Xi reactivation: reactivates the inactive X chromosome in mouse fibroblasts | XiGFP mouse fibroblasts, % GFP-positive cells imaging, 3 d; cells co-treated with 5-aza-dC sensitizer; scaled so ellipticine positive control = 100% | activation, % at 7.58 µM | actives 0.055% (n = 360,000) | AID 743238;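 active = mean normalized replicate activation at least 10% and every replicate at or above 10%; inconclusive = only one of the two criteria met; inactive = mean below 10% and not all replicates reach 10%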;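 also: 0% = median of on-plate neutral control wells and 100% = ellipticine 6 µM median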
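System: 68-5-11 XiGFP fibroblast line | Buffer or medium: DMEM containing 5-aza-dC | Compound: Single point | Times: Compounds 3 days, fix/stain 15 min at room temperature | Benchmarks: Positive control ellipticine, 6 µM final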
ERp5 inh: ERp5 (human) disulfide isomerase inhibition. actives 0.05% (n = 350,000). inhibition, % at 9.99 µM. AID 651711. ERp5 insulin aggregation, absorbance 650 nm, 90 min. Q15084;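 active = mean replicate inhibition above about 25%, with every replicate also reaching it, limit read from the data, passing the limit was not always enough; inconclusive = only one of those two criteria met; inactive = neither criterion met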
RAD54 branch: blocks human RAD54 Holliday junction branch migration. FAM/BHQ fluorescence. Q92698. inhibition, % at 10.4 µM. actives 0.14% (n = 360,000). AID 602329;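 active = mean normalized replicate activity at least 40 and at least half of replicates scoring 40 or more; inconclusive = only one of the two criteria met; inactive = mean below 40 and under half of replicates reaching 40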;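 also: 0% = median of neutral control wells and 100% = median of positive control wells; inhibitors cause a drop in the FAM fluorescence signal; in these data hits start at about 50%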
ERAP1 inh: inhibitors of human ERAP1 aminopeptidase. actives 0.15% (n = 340,000). inhibition, % at 10.7 µM. Q9NZ08. recombinant ERAP1, Leu-AMC fluorescence, 60 min;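 active = mean replicate inhibition of at least 30%, or all replicates individually reaching that 30% level; inactive = mean below 30% and not every replicate reaching it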;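 also: 0% = neutral control wells and 100% = L-leucinethiol positive control wells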
Target sequence (Q9NZ08 whole entry, looked up): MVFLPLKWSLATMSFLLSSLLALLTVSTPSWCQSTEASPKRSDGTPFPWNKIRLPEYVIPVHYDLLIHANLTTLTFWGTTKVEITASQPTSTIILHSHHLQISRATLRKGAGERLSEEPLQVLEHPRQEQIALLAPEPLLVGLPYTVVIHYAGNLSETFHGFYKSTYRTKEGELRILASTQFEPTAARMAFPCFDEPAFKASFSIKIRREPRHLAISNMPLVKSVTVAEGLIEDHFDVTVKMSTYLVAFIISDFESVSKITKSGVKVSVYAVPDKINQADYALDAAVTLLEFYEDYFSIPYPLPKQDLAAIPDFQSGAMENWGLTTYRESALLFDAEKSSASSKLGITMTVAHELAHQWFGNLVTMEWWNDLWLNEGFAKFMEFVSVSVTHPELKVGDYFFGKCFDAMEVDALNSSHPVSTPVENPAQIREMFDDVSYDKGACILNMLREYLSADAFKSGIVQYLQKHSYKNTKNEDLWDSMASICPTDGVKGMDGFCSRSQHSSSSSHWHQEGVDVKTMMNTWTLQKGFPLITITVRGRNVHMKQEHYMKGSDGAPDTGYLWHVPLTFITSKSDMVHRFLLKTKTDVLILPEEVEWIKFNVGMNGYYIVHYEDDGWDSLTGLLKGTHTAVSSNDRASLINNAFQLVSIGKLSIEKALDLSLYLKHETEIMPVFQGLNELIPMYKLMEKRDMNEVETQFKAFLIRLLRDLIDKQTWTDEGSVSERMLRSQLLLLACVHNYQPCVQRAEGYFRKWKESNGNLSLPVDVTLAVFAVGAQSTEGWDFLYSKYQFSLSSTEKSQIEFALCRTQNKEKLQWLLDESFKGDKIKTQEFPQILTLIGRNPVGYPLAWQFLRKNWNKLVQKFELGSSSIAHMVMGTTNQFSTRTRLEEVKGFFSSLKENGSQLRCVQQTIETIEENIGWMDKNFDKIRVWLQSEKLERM
S100A4 MyoIIA: blocks human S100A4 binding to myosin IIA peptide. S100A4/TAMRA-MyoIIA peptide fluorescence polarization. P26447. actives 0.14% (n = 360,000). inhibition, % at 10.7 µM;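 active = mean inhibition of at least 70% across replicates, with every replicate also reaching that level; inconclusive = mean inhibition reaches 70% but some replicates fall short; inactive = mean inhibition below 70%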
Target sequence (P26447 whole entry, looked up): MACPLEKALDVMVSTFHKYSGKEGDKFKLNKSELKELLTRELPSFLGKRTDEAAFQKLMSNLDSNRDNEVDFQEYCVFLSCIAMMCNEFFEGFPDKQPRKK
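Material: S100A4 monomer protein / Buffer or medium: 50 mM HEPES pH 7.2, 10 mM CaCl2, 100 mM KCl / Times: 5 min incubation before reading / Benchmarks: neutral control DMSO, positive control TFP / Reagent: labelled myosin peptide probe, 5 nM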
E-selectin induc: E-selectin induction on HUVECs | actives 0.37% (n = 260,000) | HUVEC E-selectin immunofluorescence imaging; normalized: neutral wells 0, TNF-alpha wells 100 | P16581 | AID 686992 | activation, % at 7.58 µM;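 active = mean E-selectin-positive cell signal at least 10% of the positive control, reached in at least 60% of replicates, without over 20% cell loss; inconclusive = no rule given, readout overlaps actives, possibly toxicity-flagged; inactive = the rest, including those meeting only one limit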;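 also: in these data hits start at about 27%; measured in HUVEC primary endothelial cells; signal is the percent of cells scored E-selectin positive by PE staining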
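Assay system: HUVEC primary endothelial cells. Input: 3,000 HUVEC seeded per well. Doses: one compound dose added by pin transfer. Read-out basis: % PE-positive cells. Benchmarks: TNF-alpha high, DMSO low. Detection: immunofluorescence imaging. Buffer or medium: EGM-2, gelatin.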
RAD52 anneal inh: blocks human RAD52 DNA annealing; P43351; recombinant RAD52 DNA annealing, FRET fluorescence; inhibition, % at 18.7 µM; actives 0.46% (n = 360,000);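 active = every replicate showing at least 50% inhibition; inconclusive = mean inhibition at least 50% but not in every replicate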
* hit, by the source's call; ? = inconclusive; . = no result given.

1. Cc1ccc(C)c(S(=O)(=O)N(C)c2ccc(OC(=O)C3CCN(C(=O)c4ccc(F)cc4)CC3)cc2)c1
2. CCN(CC)C(=O)C1CCN(S(=O)(=O)c2c(C)noc2/C=C/c2cccc(C)c2)CC1
3. CCc1ccc(OCC(=O)Nc2cccc3nsnc23)cc1
4. Cc1ccccc1NS(=O)(=O)c1nnc(NC(=O)C(C)C)s1
5. COc1ccccc1CNC(=O)C[C@@H]1C[C@H]2c3cc(NC(=O)C4CCOCC4)ccc3O[C@H]2[C@H](CO)O1
6. COC(=O)C1=C(C)N(c2ccc(C)cc2)/C(=C/c2ccc(O)cc2)C1=O

entry no.,1,2,3,4,5,6
esBAF inh,6,-2,-1,-5,3,.
E-selectin induc,4.0,.,0.1,0.4,-0.3,?
ERp5 inh,5,1,4,0,1,4
Xi reactivation,0.1,0.3,0.1,0.1,-0.1,0.1
S100A4 MyoIIA,3,-4,-7,-1,12,1
RAD54 branch,4,6,.,2,-23,.
ERAP1 inh,3,-3,-2,0,0,6
RAD52 anneal inh,-7,4,-28,-6,-7,-13

7. C=CCSc1nc(N)c(NC(=O)c2ccco2)c(=O)[nH]1
8. CCCNC(=O)NC(=O)CSc1nc2ccccc2n1CC(C)C
9. Cc1cc(CSc2ccccc2)ccc1NC(=O)COc1ccccc1C
10. COc1ccc(-c2c(C)nc3c(-c4ccsc4)cnn3c2N)cc1
11. COc1ccc(NC(=O)N[C@@H]2CC[C@H](CCNC(=O)Nc3cc(F)ccc3F)O[C@@H]2CO)cc1
12. CCCCn1c(Nc2ccccc2)nc2ccccc21

entry no.,7,8,9,10,11,12
esBAF inh,-5,2,.,10,4,-7
E-selectin induc,.,.,.,.,0.2,.
ERp5 inh,0,3,1,1,-2,3
Xi reactivation,-0.3,.,0.0,0.1,-0.3,.
S100A4 MyoIIA,-3,-4,-1,-6,5,-8
RAD54 branch,-1,4,0,4,5,12
ERAP1 inh,2,-1,-1,0,0,-4
RAD52 anneal inh,0,-19,11,-7,-2,-13

The closing four entries of the part before open the next one.
9. Cc1cc(CSc2ccccc2)ccc1NC(=O)COc1ccccc1C
10. COc1ccc(-c2c(C)nc3c(-c4ccsc4)cnn3c2N)cc1
11. COc1ccc(NC(=O)N[C@@H]2CC[C@H](CCNC(=O)Nc3cc(F)ccc3F)O[C@@H]2CO)cc1
12. CCCCn1c(Nc2ccccc2)nc2ccccc21
13. O=C(CNc1cccc(Br)c1)Nc1ccc(S(=O)(=O)N2CCCCC2)cc1
14. COC(=O)c1[nH]c2cc(OC)c(OC)cc2c1/C=N/Nc1ccccc1
15. CC1CC(=O)Nc2ccccc2N1C(=O)COc1ccc2ccccc2c1 (stereo unspecified)
16. O=C(NCc1ccc2c(c1)OCO2)C(=O)NCC(c1ccco1)N1CCN(c2ccccc2)CC1 (stereo unspecified)
17. C[C@@H]1CCCCO[C@H](CN(C)Cc2ccncc2)[C@@H](C)CN([C@@H](C)CO)C(=O)c2cc(NC(=O)NC3CCCCC3)ccc2O1
18. COc1ccc(C2SCCN2C(=O)c2ccc([N+](=O)[O-])cc2)cc1 (stereo unspecified)

entry no.,9,10,11,12,13,14,15,16,17,18
esBAF inh,.,10,4,-7,2,-5,-1,.,-8,5
E-selectin induc,.,.,0.2,.,0.1,0.1,0.2,.,0.4,.
ERp5 inh,1,1,-2,3,-1,-2,5,3,-3,18
Xi reactivation,0.0,0.1,-0.3,.,-0.1,0.0,0.0,1.5,0.2,0.1
S100A4 MyoIIA,-1,-6,5,-8,0,7,-1,5,3,-2
RAD54 branch,0,4,5,12,5,.,-2,.,-3,-9
ERAP1 inh,-1,0,0,-4,-1,-1,2,-4,-2,-2
RAD52 anneal inh,11,-7,-2,-13,-4,-15,-23,1,16,-7

19. NC(=O)NCCCC(=O)OCC(=O)c1ccc2ccccc2c1
20. CCN(CC(=O)N1CCN(Cc2ccccc2)CC1)S(=O)(=O)c1ccccc1
21. CCOC(=O)c1c(C)c(C(=O)NCc2ccccn2)c(C)n1CC
22. CC(C)C(=O)N=C1SC2CS(=O)(=O)CC2N1Cc1ccc(Cl)cc1 (stereo unspecified)
23. O=C1COc2ccc(C(=O)COC(=O)c3ccccn3)cc2N1
24. Cc1c2c(nc3ccccc13)CC(C)(C)CC2=O

entry no.,19,20,21,22,23,24
esBAF inh,.,-3,.,.,-2,.
E-selectin induc,1.1,-0.3,.,5.1,0.4,0.0
ERp5 inh,-4,15,-4,-8,1,2
Xi reactivation,0.1,0.0,.,0.0,0.1,0.0
S100A4 MyoIIA,-1,3,-2,3,-4,-21
RAD54 branch,.,-1,.,.,5,.
ERAP1 inh,.,-2,2,.,1,1
RAD52 anneal inh,-9,-5,-26,-6,-14,-3

25. O=C(Cc1ccccn1)NCC[C@@H]1CC[C@@H](NC(=O)c2ccccc2F)[C@H](CO)O1
26. COc1ccc(S(=O)(=O)Nc2ccc3c(c2)CC(=O)N([C@H](C)CO)C[C@H](C)[C@H](CN(C)Cc2ccccc2)O3)cc1
27. CCCCNC(=O)C[C@H]1C[C@@]2(C(=O)OC)C(=C[C@H](C(C)(C)C)O[C@@H]2C)N(CCC2=CCCCC2)C1=O
28. COc1ccc(-c2ccc(C(=O)NCc3cccs3)c3occc23)c(C)c1
29. O=C(c1ccccn1)N1CC(=O)N2[C@H](CO)[C@@H](c3ccc(C#CC4CCCC4)cc3)[C@H]2C1
30. COc1ccc(C(=O)CCNc2ccc3c(c2)OCCO3)cc1

entry no.,25,26,27,28,29,30
esBAF inh,-2,2,.,72*,.,29
E-selectin induc,-0.6,.,-0.1,0.1,0.0,-0.1
ERp5 inh,2,1,-3,0,-4,-1
Xi reactivation,-0.1,0.1,0.2,?,0.4,0.3
S100A4 MyoIIA,7,-6,1,4,8,2
RAD54 branch,-3,-2,.,6,.,-5
ERAP1 inh,10,0,-4,-1,2,0
RAD52 anneal inh,-26,4,-3,5,6,-8

31. Cc1cc2c(c(=O)o1)C1(C)CC(C)(O2)c2c(cc(C)oc2=O)O1
32. CNC[C@@H]1OCCCC[C@H](C)Oc2ccc(NS(=O)(=O)c3c(C)noc3C)cc2C(=O)N([C@@H](C)CO)C[C@@H]1C
33. COc1ccccc1NC(=O)Nc1ccnn1C1CCN(C(=O)c2ccccn2)CC1
34. COC(=O)[C@@H]1[C@@H](C)OC(=O)N[C@H]1c1ccccc1
35. CS(=O)(=O)Nc1ccc(C2=NN(C(=O)c3ccco3)C(c3ccco3)C2)cc1 (stereo unspecified)
36. CCCNC(=O)N1[C@@H](CO)[C@@H](c2ccccc2)C12CN(C(=O)CC)C2

entry no.,31,32,33,34,35,36
esBAF inh,.,2,-3,9,1,.
E-selectin induc,0.0,-0.2,-1.5,0.1,0.3,0.1
ERp5 inh,5,.,1,-1,5,-1
Xi reactivation,-0.2,-0.1,0.0,0.0,0.4,0.0
S100A4 MyoIIA,-4,.,-1,-5,6,5
RAD54 branch,.,-4,-7,-2,0,.
ERAP1 inh,1,.,-4,-2,-2,1
RAD52 anneal inh,-15,.,-17,-25,-40,1

Part of the list above in order of formula weight, smallest number first.
34. COC(=O)[C@@H]1[C@@H](C)OC(=O)N[C@H]1c1ccccc1
33. COc1ccccc1NC(=O)Nc1ccnn1C1CCN(C(=O)c2ccccn2)CC1
32. CNC[C@@H]1OCCCC[C@H](C)Oc2ccc(NS(=O)(=O)c3c(C)noc3C)cc2C(=O)N([C@@H](C)CO)C[C@@H]1C

entry no.,34,33,32
esBAF inh,9,-3,2
E-selectin induc,0.1,-1.5,-0.2
ERp5 inh,-1,1,.
Xi reactivation,0.0,0.0,-0.1
S100A4 MyoIIA,-5,-1,.
RAD54 branch,-2,-7,-4
ERAP1 inh,-2,-4,.
RAD52 anneal inh,-25,-17,.

Later entries:
37. COC(=O)[C@]12C(=O)NC[C@H](CN1c1ccc(Cl)c(C)c1)N2C
38. O=C(C[C@H]1C[C@@H]2c3cc(NC(=O)C4CCC4)ccc3O[C@@H]2[C@@H](CO)O1)NCCN1CCCCC1
39. CN(C)Cc1ccccc1
40. COc1ccc(N(CC(O)CN2CCOCC2)S(=O)(=O)c2ccc(C)cc2)cc1 (stereo unspecified)
41. CC(=O)Nc1ccc2c(c1)Cc1cc(N3C(=O)C=CC3=O)ccc1-2
42. C/C(=N/OC(=O)c1ccc(C(F)(F)F)cc1)c1oc(C)nc1C

entry no.,37,38,39,40,41,42
esBAF inh,-6,-1,.,-1,-1,-1
E-selectin induc,0.0,0.1,.,.,-0.1,.
ERp5 inh,9,1,1,2,-7,.
Xi reactivation,-0.2,0.1,.,0.2,-0.1,0.0
S100A4 MyoIIA,13,11,2,-5,-8,1
RAD54 branch,-2,1,.,3,6,0
ERAP1 inh,.,0,0,0,34*,2
RAD52 anneal inh,0,-4,-3,-8,-33,0

43. CCOc1ccc(/C=N/NC(=O)CCC(=O)Nc2ccc(F)cc2)cc1
44. Cc1ccc(S(=O)(=O)Nc2ccc3c(c2)C(=O)N(C)[C@@H]2CC[C@H](CC(=O)NCCc4ccncc4)O[C@@H]2CO3)cc1
45. C/C(=N/NC(=O)c1ccc(C)s1)c1cccnc1
46. Cc1ccc(S(=O)(=O)Nc2ccc3c(c2)C(=O)N([C@H](C)CO)C[C@H](C)[C@H](CN(C)C(=O)Nc2ccc4c(c2)OCO4)OCCCC[C@@H](C)O3)cc1
47. O=C(COc1ccc2c3c(c(=O)oc2c1)CCCC3)N1CCN(c2ccccc2)CC1
48. COC(C[C@H]1O[C@@H]1C(=O)[C@H](C)OCc1ccccc1)OC

entry no.,43,44,45,46,47,48
esBAF inh,0,-5,24,-3,-1,.
E-selectin induc,0.1,0.3,-0.1,0.0,.,-0.3
ERp5 inh,2,0,5,-5,-3,-4
Xi reactivation,0.1,0.0,0.0,0.1,0.1,0.1
S100A4 MyoIIA,4,5,-6,6,-2,-3
RAD54 branch,-7,4,-6,3,-1,1
ERAP1 inh,-5,-2,-5,1,-2,0
RAD52 anneal inh,-10,-8,-31,10,-7,-18
